Screens: PubChem BioAssay, Broad Institute
ERAP1 inh: human ERAP1 aminopeptidase inhibitors, primary screen, biochemical, single point, plate reader | Endoplasmic reticulum aminopeptidase 1 (Homo sapiens), Q9NZ08 | recombinant ERAP1, Leu-AMC fluorescence, 60 min | inhibition, % at 10.7 µM | hit rate 0.15% among 340,000 | AID 652197, 2013;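 active means mean replicate inhibition of at least 30%, or all replicates individually reaching that 30% level; inactive means mean below 30% and not every replicate reaching it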;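 further: 0% = neutral control wells and 100% = L-leucinethiol positive control wells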
E-selectin induc: E-selectin induction in HUVECs, primary screen, imaging, HUVEC, immunofluorescence imaging, single point; activation, % at 7.58 µM; hit rate 0.37% among 260,000; normalized: neutral wells 0, TNF-alpha wells 100;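 active means mean E-selectin-positive cell signal at least 10% of the positive control, reached in at least 60% of replicates, without over 20% cell loss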;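 further: in these data hits start at about 27%; measured in HUVEC primary endothelial cells; signal is the percent of cells scored E-selectin positive by PE staining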
Target sequence (P16581 whole entry, looked up): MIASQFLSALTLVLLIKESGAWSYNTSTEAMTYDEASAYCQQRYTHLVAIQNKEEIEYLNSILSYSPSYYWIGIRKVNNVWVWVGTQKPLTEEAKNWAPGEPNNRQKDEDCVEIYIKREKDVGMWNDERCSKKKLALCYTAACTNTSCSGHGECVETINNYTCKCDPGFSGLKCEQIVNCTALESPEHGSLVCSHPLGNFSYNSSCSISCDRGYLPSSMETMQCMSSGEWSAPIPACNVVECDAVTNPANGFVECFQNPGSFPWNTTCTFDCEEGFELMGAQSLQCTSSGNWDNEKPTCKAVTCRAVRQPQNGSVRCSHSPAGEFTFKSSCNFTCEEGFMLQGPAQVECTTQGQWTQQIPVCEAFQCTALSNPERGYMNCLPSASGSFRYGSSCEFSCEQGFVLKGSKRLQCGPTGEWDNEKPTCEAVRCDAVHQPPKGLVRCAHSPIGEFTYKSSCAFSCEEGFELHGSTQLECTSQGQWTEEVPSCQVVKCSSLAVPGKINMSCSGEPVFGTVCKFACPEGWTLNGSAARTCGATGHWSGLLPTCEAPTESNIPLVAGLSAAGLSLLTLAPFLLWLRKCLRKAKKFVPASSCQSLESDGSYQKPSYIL
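Test system – human umbilical vein endothelial cells (HUVEC), E-selectin induction · Input – 3,000 HUVEC seeded per well · Buffer or medium – EGM-2, gelatin · Compound dosing – single-point compound dose · Detection – immunofluorescence imaging · Measure – percent E-selectin-positive cells · Controls – TNF-alpha high, DMSO low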
PglD DTNB: C. jejuni PglD acetyltransferase inhibitors, primary screen, biochemical, DTNB colorimetric, single point. AID 602405, 2012. UDP-N-acetylbacillosamine N-acetyltransferase PglD (Campylobacter jejuni). inhibition, % at 12.5 µM. purified PglD enzyme, DTNB colorimetric CoA detection. hit rate 0.098% among 360,000; in the data active means inhibition above about 16%, passing the limit was not always enough; further: strong numbers were not always called active
Cneo AK release: Cryptococcus neoformans cell lysis inducers, primary screen, AK release luminescence, single concentration | AID 651654, 2012 | C. neoformans lysis, adenylate kinase release luminescence, 4 h; normalised: neutral wells 0, clomiphene wells 100 | lysis activity, % at 15 µM | hit rate 0.2% among 360,000;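 active means mean lysis activity across replicates of at least 80%, whatever share of replicates individually reach that level; inactive means mean lysis activity below 80%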
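Signal: Adenylate kinase release luminescence | Assay system: Log-phase Cryptococcus neoformans yeast cells | Input: Cells at 5 × 10^6 per mL | Buffer or medium: Fresh YPD growth medium | Compound: Single dose | Schedule: Static 4 h at 37 °C with compound, 1 h detection | Controls: Clomiphene | Read-out: Luminescence rise reflecting yeast cell lysis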
miR-122 sensor: miR-122 Renilla sensor signal increase in Huh7, primary screen, miR-122 inhibitor project, cell-based, single point, plate reader; AID 602342, 2012; hit rate 0.3% among 340,000; Huh7 miR-122 Renilla luciferase sensor, 48 h; neutral wells = 0, positive control = 100; activation (reporter increase), % at 12.5 µM;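 active means mean replicate activation score at least 90 and every replicate individually at or above 90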;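 further: higher luciferase means less miR-122 activity so hits act as miR-122 inhibitors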
RAD54 inh: inhibitors of human RAD54 branch migration, primary screen, biochemical, fluorescence, single point; inhibition, % at 10.4 µM; DNA repair and recombination protein RAD54-like (Homo sapiens), Q92698; RAD54 Holliday junction branch migration, FAM/BHQ fluorescence; hit rate 0.14% among 360,000;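 active means mean normalized replicate activity at least 40 and at least half of replicates scoring 40 or more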;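 further: 0% = median of neutral control wells and 100% = median of positive control wells; inhibitors cause a drop in the FAM fluorescence signal; in these data hits start at about 50%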
PGC1a acetyl inh: inhibitors of PGC1a acetylation signal, primary screen, cell-based, U2OS, AlphaScreen, inhibitor mode. AlphaScreen anti-acetyl-lysine; with virally co-expressed GCN5 acetyltransferase. inhibition, % at 15.6 µM. hit rate 0.17% among 350,000;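 active means every replicate shows inhibition of at least 40%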;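 further: 0% = neutral control wells and 100% = positive control wells; some results beyond the cut were filed as inactive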
RAD52 inh: RAD52 DNA annealing inhibitors, primary screen, biochemical, FRET, single point, set 2; recombinant RAD52 DNA annealing, FRET fluorescence; inhibition, % at 18.7 µM; AID 651710, 2012; hit rate 0.46% among 360,000;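 active means every replicate showing at least 50% inhibition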
Target sequence (P43351 whole entry, looked up): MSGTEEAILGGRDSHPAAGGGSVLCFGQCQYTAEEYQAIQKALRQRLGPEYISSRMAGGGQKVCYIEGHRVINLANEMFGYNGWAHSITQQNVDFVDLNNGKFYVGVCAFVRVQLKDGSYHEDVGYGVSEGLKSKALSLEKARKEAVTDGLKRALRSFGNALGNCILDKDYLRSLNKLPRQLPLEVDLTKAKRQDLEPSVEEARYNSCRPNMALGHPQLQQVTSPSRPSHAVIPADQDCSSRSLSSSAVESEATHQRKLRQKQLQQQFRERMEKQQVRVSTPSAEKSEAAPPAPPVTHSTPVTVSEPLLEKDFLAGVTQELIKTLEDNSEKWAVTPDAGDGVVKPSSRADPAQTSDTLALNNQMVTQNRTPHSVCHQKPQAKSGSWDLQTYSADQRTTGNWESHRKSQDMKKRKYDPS
Starred values were filed as active, the others as inactive; / = not tested or not shown; [ ] = dose if it differs, or a comment.

SMILES | ERAP1 inh | E-selectin induc | PglD DTNB | Cneo AK release | miR-122 sensor | RAD54 inh | PGC1a acetyl inh | RAD52 inh
NC(=O)c1ccsc1NC(=O)COC(=O)CCc1ccccc1 | -3 | / | -1 | -1 | 1 | -14 | 3 | -16
COc1ccc(N=Nc2c(N)n[nH]c2N)cc1 | -1 | 4.0 | 1 | -3 | -10 | / | 2 | -9
C=CCOC(=O)c1cc(-c2ccc(/C=C3\C(=O)NC(=O)C(C#N)=C3C)o2)ccc1Cl | / | / | -3 | 2 | 1 | 0 | 6 | /
CC1(C)CC(=O)c2sc(NS(=O)(=O)c3ccc(Cl)cc3)nc2C1 | -1 | 0.1 | / | / | -7 | / | 1 | -21
CC#CC(=O)N1CCC(CO)(CCc2ccccc2)CC1 | -4 | 4.6 | -1 | 2 | -4 | -10 | 5 | -11
CC1(C)Cc2c(c(N3CCOCC3)nc3sc(C#N)c(N)c23)CS1 | / | / | -8 | -4 | 2 | 3 | 1 | /
COc1ccc(NC(=O)N2CCNC(=O)C2CC(=O)Nc2ccc(F)cc2)cc1 (configuration not stated) | 0 | -0.3 | -1 | -1 | 4 | 3 | 6 | -5
O=C(CSc1nnc(NC(=O)C2CCC2)s1)Nc1ccccc1F | -1 | / | -3 | 1 | -3 | -1 | -2 | -7
COc1ccccc1CNCc1ccc2c(c1)OCO2 | 2 | 0.8 | 7 | 0 | -2 | -8 | / | -5
COc1ccccc1OCC(=O)Nc1ccc(C(=O)Nc2ccccc2C(=O)O)cc1 | -8 | -0.4 | 2 | -1 | -5 | -9 | 5 | -190
COc1ccc2c(c1OC)C(=O)N1c3ccccc3C(=O)N(c3ccccc3)C21 (configuration not stated) | / | / | -3 | -8 | 0 | 5 | -20 | /
Cn1c(=O)c2[nH]c(C3CCCC3)nc2n(C)c1=O | 0 | -0.3 | -3 | -1 | 1 | -1 | -8 | 5
Cc1ccc(-c2nc3c(Cl)cc(C(F)(F)F)cn3c2Cc2ccccc2)cc1 | 5 | 0.1 | -8 | 3 | 1 | 7 | -3 | -3
O=C1C=C(c2cnc3ccccc3c2)C[C@@H](c2ccc3c(c2)OCO3)C1 | 1 | -0.1 | 3 | -1 | -1 | -5 | / | -1
O=C1CC(NS(=O)(=O)c2ccc([N+](=O)[O-])cc2)CN1c1ccc(Cl)cc1 (configuration not stated) | -2 | -0.2 | / | / | -4 | / | / | -7
CCCN(C)C[C@@H]1OCc2cnnn2CCCC(=O)N([C@H](C)CO)C[C@@H]1C | 1 | -0.3 | -1 | -2 | -1[16.7 µM] | -5 | 11 | 0
CCNC(=O)C[C@@H]1CC[C@H]2[C@@H](COc3ccc(NC(=O)Nc4ccccc4F)cc3C(=O)N2C)O1 | 0 | 1.3 | 3 | -1 | -2[16.7 µM] | -9 | -10 | -9
COc1ccc2c3c(n(C)c2c1)[C@H](CO)N(C(=O)c1cnccn1)CC31CN(C)C1 | -4 | -0.4 | / | / | / | / | 9 | 11
O=C1NC2(CCCCCC2)C(=O)N1Cc1ccccc1Cl | -2 | 0.0 | -4 | 0 | / | -6 | -7 | -2
CC(C)(C)c1ccc(Cn2ccc(-c3ccc4c(c3)OCO4)n2)cc1 | / | / | 5 | 3 | -2 | -14 | 4 | /

4 neighbouring compounds from above, quoted:
SMILES | ERAP1 inh | E-selectin induc | PglD DTNB | Cneo AK release | miR-122 sensor | RAD54 inh | PGC1a acetyl inh | RAD52 inh
CCNC(=O)C[C@@H]1CC[C@H]2[C@@H](COc3ccc(NC(=O)Nc4ccccc4F)cc3C(=O)N2C)O1 | 0 | 1.3 | 3 | -1 | -2[16.7 µM] | -9 | -10 | -9
COc1ccc2c3c(n(C)c2c1)[C@H](CO)N(C(=O)c1cnccn1)CC31CN(C)C1 | -4 | -0.4 | / | / | / | / | 9 | 11
O=C1NC2(CCCCCC2)C(=O)N1Cc1ccccc1Cl | -2 | 0.0 | -4 | 0 | / | -6 | -7 | -2
CC(C)(C)c1ccc(Cn2ccc(-c3ccc4c(c3)OCO4)n2)cc1 | / | / | 5 | 3 | -2 | -14 | 4 | /

Going on with the list.
SMILES | ERAP1 inh | E-selectin induc | PglD DTNB | Cneo AK release | miR-122 sensor | RAD54 inh | PGC1a acetyl inh | RAD52 inh
CCc1noc(C)c1C(=O)N1CCCC(N2CCN(c3cccc(Cl)c3)CC2)C1 (configuration not stated) | 1 | -0.6 | 0 | -1 | 5 | 2 | -3 | -8
CCOC(=O)CC(=O)CSc1ccc2nnc(-c3ccc(C)cc3)n2n1 | / | / | -3 | 0 | -1 | 7 | -7 | /
Cc1cccc(Cn2c(N3CCN(c4ccccc4)CC3)nc3c2c(=O)n(C)c(=O)n3C)c1 | / | / | 4 | -1 | 0 | 6 | -9 | /
CCC(=O)N(C)C[C@H]1Oc2cc(C#CC3CC3)ccc2S(=O)(=O)N([C@@H](C)CO)C[C@@H]1C | 4 | 0.4 | 1 | -2 | 0[16.7 µM] | -5 | -8 | 11
CCC(=O)Oc1ccc(C(=O)Nc2cccc(C(=O)c3ccccc3)c2)cc1 | / | / | -12 | -5 | 2 | -7 | 2 | /
COc1ccc(C#Cc2ccc([C@H]3[C@@H](CO)N4CCCCN(C(=O)c5ccncc5)C[C@H]34)cc2)cc1 | 0 | -0.1 | 0 | -5 | -4[16.7 µM] | 9 | 5 | 7
CCOC(=O)C1CCN(C(=O)c2ccc(N(C)S(=O)(=O)c3ccc(OC)cc3)cc2)CC1 | 3 | / | / | / | 2 | / | -4 | -14
Nc1nonc1C(=O)NCCc1ccccc1 | -4 | 0.0 | 6 | -2 | -1 | 4 | 4 | -41
CN1CCN(C(=O)NC2CCCCC2)CC1 | / | / | 0 | 2 | 1 | 3 | 9 | /
COCCN(C(=O)Cc1cccs1)C(C(=O)NC1CCCC1)c1cc(OC)c(OC)c(OC)c1 (configuration not stated) | 1 | / | 0 | -2 | -5 | 0 | 2 | 1
CN(Cc1cccc(F)c1)C(=O)Cc1ccc(S(=O)(=O)N2CCOCC2)s1 | -2 | 0.1 | -4 | 1 | 2 | -2 | 5 | 0
O=C(Cc1coc2cc(O)ccc12)NNC(=O)c1ccc(Br)s1 | 2 | -0.3 | -3 | -1 | / | 4 | -3 | -16
Cc1c(NC(=O)Nc2cccc(Cl)c2Cl)c(=O)n(-c2ccccc2)n1C | -4 | -0.5 | -1 | -4 | / | 1 | / | -1
O=C(NCC1CC1)[C@@H]1[C@@H](CO)[C@@H]2Cn3c(ccc(/C=C/c4ccccc4)c3=O)[C@H]1N2C(=O)C1CCC1 | -3 | -0.2 | -1 | -1 | / | -10 | / | 31
O=C(C[C@H]1CC[C@@H]2[C@H](COC[C@@H](O)CN2C(=O)Nc2ccc(Cl)c(Cl)c2)O1)NCc1ccncc1 | 0 | 0.3 | 1 | -3 | -9[16.7 µM] | -6 | -6 | -1
O=C(OCC(=O)N1CCN(c2ccccc2)CC1)c1ccco1 | / | / | -3 | -3 | -5 | 1 | 2 | /
C[C@H]1CN([C@@H](C)CO)C(=O)Cc2cc(NC(=O)Nc3ccc(C(F)(F)F)cc3)ccc2O[C@@H]1CN(C)CC1CC1 | -2 | 6.7 | 1 | 0 | 3[16.7 µM] | 5 | 8 | -7
COc1cccc(NC(=O)C2=COCCO2)c1 | 3 | / | 0 | 2 | / | 11 | / | -11
O=C(NC1CCC1)[C@H]1[C@H](CO)[C@H]2Cn3c(ccc(-c4ccccc4F)c3=O)[C@H]2N1Cc1ccncc1 | -2 | -0.6 | 3 | 1 | -2[16.7 µM] | 12 | 1 | 71*
CS(=O)(=O)N1CCN(c2ccccc2NC(=O)c2ccc3c(c2)OCCO3)CC1 | 1 | / | 2 | -1 | / | -2 | / | -1
Cc1ccccc1/C=N\NC(=O)c1csnn1 | / | / | -2 | -2 | -1 | 17 | 5 | /
Cc1c(C(=O)NCC(c2ccco2)N(C)C)oc2c(Cl)cccc12 (configuration not stated) | 4 | / | 4 | 0 | / | -13 | / | -22
O=C1/C(=C\c2ccccn2)SC(=S)N1c1ccc(S(=O)(=O)Nc2nccs2)cc1 | 3 | 0.0 | -1 | 5 | -3 | 5 | -21 | -16
O=C(O)C1CCC(=O)N1C1c2ccccc2Oc2ccccc21 (configuration not stated) | -2 | / | 6 | -1 | -5 | -16 | 2 | -5
COc1ccc(C(=O)NOCc2ccccc2)cc1 | -2 | -0.2 | 6 | -20 | -2 | -3 | -1 | -6
COc1cc(OC)c(C2=NOC(C(=O)O)C2)cc1Cl (configuration not stated) | / | / | 3 | 0 | -4 | -7 | 7 | /
COc1cc(/C(C)=N/NC(=O)CSc2nc3ccccc3[nH]2)ccc1O | -5 | 5.4 | -1 | 0 | -5 | -13 | 0 | -7
COc1ccc(-n2nc3c(c2NC(=O)c2ccc(Br)cc2)CS(=O)C3)cc1 (configuration not stated) | -1 | -1.7 | -1 | -1 | 1 | -2 | 13 | -3
Cn1cnnc1SCC(=O)Nc1cc(S(=O)(=O)N2CCCCC2)ccc1Cl | / | -0.1 | 4 | 3 | 4 | 7 | 0 | -9
COc1cccc(COc2ccc(N(C)S(=O)(=O)c3ccccc3)cc2)c1 | -1 | / | 2 | -1 | / | 4 | / | -5
Cc1ccsc1/C=N\NC(=O)c1n[nH]c2c1CCC2 | / | / | -4 | -3 | -4 | 2 | 3 | /
O=C(C[C@H]1CC[C@@H]2[C@H](COC[C@H](O)CN2Cc2nccs2)O1)NCc1ccc(F)cc1 | 2 | -0.1 | 1 | 0 | -4[16.7 µM] | -4 | -3 | -6
COc1ccc2sc(-c3ccc(SC)cc3)c(-c3ccc(O)cc3)c2c1 | 1 | / | 5 | 0 | 15 | 2 | -14 | -11
O=c1c2ccccc2oc2cc(C#Cc3ccccn3)ccc12 | -1 | 0.2 | -3 | -1 | -7 | 3 | 6 | 2
Cc1cccc(C(=O)NCC(=O)NCCSc2ccc(Br)cc2)c1 | -5 | -0.1 | 2 | 1 | 0 | -1 | 3 | -17
O=c1cc(Cl)c(-c2ccccc2)nn1Cc1ccc(Cl)cc1 | 2 | 0.0 | 5 | 7 | / | -7 | / | -15
CCCN(C(=O)CCNC(=O)Cn1cnc2ccccc2c1=O)c1cccc(Cl)c1 | / | / | -5 | -1 | -1 | -3 | / | /

Exported with two lines to a compound: entries from further up
Every second line gives: ERAP1 inh | E-selectin induc | PglD DTNB | Cneo AK release | miR-122 sensor | RAD54 inh | PGC1a acetyl inh | RAD52 inh
- Cc1c(NC(=O)Nc2cccc(Cl)c2Cl)c(=O)n(-c2ccccc2)n1C
 : -4 | -0.5 | -1 | -4 | / | 1 | / | -1
- O=C(NCC1CC1)[C@@H]1[C@@H](CO)[C@@H]2Cn3c(ccc(/C=C/c4ccccc4)c3=O)[C@H]1N2C(=O)C1CCC1
 : -3 | -0.2 | -1 | -1 | / | -10 | / | 31
